Bim-Bcl-XL: inhibitors of Bim-Bcl-XL interaction, human; Q07817; Bim peptide-Bcl-XL binding, bead flow cytometry, fluorescence; inhibition, % at 10 µM; 0.04% of 190,000 active; AID 1007
Bim-Bcl-B: human Bim-Bcl-B interaction inhibition. Q9HD36. bead-based flow cytometry, Bim peptide-Bcl-B binding. inhibition, % at 10 µM. 0.073% of 190,000 active. AID 951;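 note: 0% = tracer peptide without compound and 100% = reference inhibitor peptide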
Target sequence (Q9HD36 whole entry, looked up): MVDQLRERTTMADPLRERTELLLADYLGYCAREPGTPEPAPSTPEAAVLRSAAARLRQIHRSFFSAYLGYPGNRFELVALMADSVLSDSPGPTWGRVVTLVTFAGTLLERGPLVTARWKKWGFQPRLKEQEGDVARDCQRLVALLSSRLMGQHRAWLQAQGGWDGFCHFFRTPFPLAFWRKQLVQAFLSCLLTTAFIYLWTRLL
RGS4-Gao reg: human RGS4-Galphao interaction regulation. P09471. Multiplexed bead flow cytometry, RGS4-Galphao binding; actives lie on both sides. binding response (% of control), % at 10 µM. 0.33% of 220,000 active. AID 1415; in the data active = binding response below about 49% or above about 150%; inactive = in between;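 note: fluorescent Galphao activated with aluminum fluoride binding bead-coupled RGS4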
Target sequence (P09471 whole entry, looked up): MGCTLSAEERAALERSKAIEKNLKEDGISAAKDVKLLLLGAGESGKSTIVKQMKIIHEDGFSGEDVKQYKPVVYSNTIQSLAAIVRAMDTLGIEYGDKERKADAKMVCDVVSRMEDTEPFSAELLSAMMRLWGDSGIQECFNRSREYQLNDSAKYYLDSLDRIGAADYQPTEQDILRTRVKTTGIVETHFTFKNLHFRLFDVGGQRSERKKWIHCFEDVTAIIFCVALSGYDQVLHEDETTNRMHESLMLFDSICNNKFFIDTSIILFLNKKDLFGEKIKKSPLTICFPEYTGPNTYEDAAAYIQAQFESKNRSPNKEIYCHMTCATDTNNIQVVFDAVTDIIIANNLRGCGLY
Mcl1-Bid inh: disrupts binding of human Mcl-1 to Bid peptide; Q07820; 0.97% of 220,000 active; AID 1021; TR-FRET Mcl-1/Bid-Dy647 peptide binding, 1536-well; inhibition, % at 21.7 µM;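 active = compounds that cut the binding signal by more than half at the single screening dose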;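 note: His-tagged Mcl-1 with europium anti-His antibody binding Bid BH3 peptide; 0% = Mcl-1 plus peptide wells and 100% = peptide-only wells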
Target sequence (Q07820 whole entry, looked up): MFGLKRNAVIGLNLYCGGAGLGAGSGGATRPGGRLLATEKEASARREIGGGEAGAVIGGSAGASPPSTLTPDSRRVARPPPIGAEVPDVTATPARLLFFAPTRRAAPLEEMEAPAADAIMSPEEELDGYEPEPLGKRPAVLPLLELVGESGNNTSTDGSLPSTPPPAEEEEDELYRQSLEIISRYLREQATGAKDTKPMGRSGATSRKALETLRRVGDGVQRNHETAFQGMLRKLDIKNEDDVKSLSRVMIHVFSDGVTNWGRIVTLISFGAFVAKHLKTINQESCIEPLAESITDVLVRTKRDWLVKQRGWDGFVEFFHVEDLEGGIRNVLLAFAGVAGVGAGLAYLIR
Mcl1-Noxa inh: Mcl-1/Noxa interaction inhibition; Q07820; TR-FRET Mcl-1/Noxa peptide binding, 2 h; inhibition, % at 21.7 µM; 1.5% of 220,000 active;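 active = compounds that cut the protein-peptide binding signal by more than 50% relative to plate controls in a single-dose test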;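 note: His-tagged Mcl-1 with rhodamine Noxa BH3 peptide and terbium anti-His antibody; 0% = Mcl-1 plus Noxa peptide wells and 100% = peptide-only wells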
Bim-Bfl-1: inhibitors of Bim-Bfl-1 interaction, human | Q16548 | Bead-based flow cytometry, Bim-Bfl-1 binding inhibition | inhibition, % at 10 µM | 0.12% of 190,000 active;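 note: 0% = wells without compound plus tracer and 100% = blocker peptide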
Bcl-2 Bim block: disrupts Bim peptide binding to human Bcl-2. P10415. Bead-based flow cytometry, Bim peptide-Bcl-2 binding. inhibition, % at 10 µM. AID 950. 0.06% of 190,000 active; in the data active = inhibition above about 40%; inconclusive = no clear call, values can overlap the other calls;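 note: 0% = no compound wells with probe peptide and 100% = reference peptide inhibitor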
Bim-Bcl-W: inhibitors of Bim-Bcl-W interaction, human. Q92843. bead-based flow cytometry, Bim peptide-Bcl-W binding. inhibition, % at 10 µM. 0.02% of 190,000 active;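 note: 0% = bound tracer without compound and 100% = peptide blocker; higher means less fluorescent Bim peptide bound to Bcl-W beads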
Mcl-1 Bim block: disrupts Bim peptide binding to human Mcl-1; Bead-based flow cytometry, Bim peptide-Mcl-1 binding; inhibition, % at 10 µM; 0.1% of 190,000 active; AID 1009;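 note: 0% = no compound tracer wells and 100% = peptide blocker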
RGS7-Gao reg: regulators of human RGS7-Galphao interaction; Multiplexed bead flow cytometry, RGS7-Galphao binding; actives lie on both sides; AID 1439; P09471; 0.35% of 220,000 active; binding response (% of control), % at 10 µM; in the data active = binding response below about 49% or above about 150%; inconclusive = no clear call, values can overlap the other calls; inactive = in between;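 note: fluorescent Galphao held in activated GDP-AlF4 state binding bead-coupled RGS7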
RGS8-Gao: human RGS8-Galphao interaction regulation | P09471 | multiplexed bead flow cytometry, RGS8-Galphao binding; actives lie on both sides | response (percent of control binding), % at 10 µM | 0.34% of 220,000 active | AID 1423; in the data active = response below about 60% or above about 140%; inactive = in between;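 note: Galphao activated as the GDP aluminium fluoride complex binding bead-coupled RGS8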
* hit, by the source's call; ? = inconclusive; · = no result given; [ ] = another dose, or the depositor's remark. Cut-off read from the data, not from the text of the source, unless noted: active = inhibition above about 40%. Not a hit list; overall some 2.7% were active at least once.

SMILES	Bim-Bcl-XL	Bim-Bcl-B	RGS4-Gao reg	Mcl1-Bid inh	Mcl1-Noxa inh	Bim-Bfl-1	Bcl-2 Bim block	Bim-Bcl-W	Mcl-1 Bim block	RGS7-Gao reg	RGS8-Gao
CCCc1cc(=O)[nH]c(SCC(=O)Nc2ccc([N+](=O)[O-])cc2C#N)n1	·	·	103	6	22	·	·	·	·	?	101
O=C(O)CSc1nnc(-c2cccnc2)n1Cc1ccccc1	4	7	99	5	14	15	10	-1	0	99	99
Cc1ncc(CO)c(/C=N/N=C/c2ccccc2O)c1O	-9	-5	104	-27	15	-10	-8	-5	-2	97	104
COC(=O)c1sccc1NC(=O)Cc1ccc(Br)cc1	-6	-7	107	-3	-5	-9	-8	-2	-2	107	105
O=c1onc(-c2ccc(Cl)cc2)n1Cc1ccc(F)cc1	-7	-5	99	-30	-3	0	-1	-3	-4	101	105
O=C(CCc1nnc(-c2ccccc2)o1)NCc1c(F)cccc1F	-2	-2	104	-11	16	-11	-2	0	-3	107	107
CCOC(=O)C(=O)N(Nc1ccccc1C)c1ccccc1C	-7	-5	101	-32	-1	-7	-8	-3	-1	100	103
CCCCOc1ccccc1Cn1c(=O)oc2ccc(C)cc21	-2	-5	100	0	20	0	0	-5	-3	99	97
CCC(Sc1n[nH]c(=O)[nH]c1=O)C(=O)OCc1ccccc1 (centres undefined)	-2	-5	102	-5	22	-9	-9	1	-1	105	103
COc1cc(OC)c(C(=O)NCC2CCCO2)cc1OC (centres undefined)	-3	-6	102	-26	-10	-6	0	-3	-3	103	99
CCOCc1cnc(C)nc1NCC(=O)c1c(C)[nH]c2ccc(OC)cc12	0	-1	101	6	20	-2	3	0	-2	103	98
COC(=O)c1c(NC(=O)Nc2ccc(Cl)cc2)sc(C)c1C	-1	-3	103	-17	10	-4	-2	0	1	101	102
CCOC(=O)C1CCN(C(=O)c2ccc(NC(=O)C3CCCO3)cc2)CC1 (centres undefined)	-7	-5	99	-12	-4	0	-9	0	-2	102	101
Cc1ccc(NC(=O)N[C@H](C(=O)O)C(C)C)c(C)c1	·	·	92	-7	4	·	·	·	·	?	94
Cc1ccc2[nH]cc(CCNC(=O)c3cccnc3)c2c1	-4	-7	101	-18	15	-10	-9	0	-3	98	101
N=c1c(C(=O)NC2CCCC2)cc2c(=O)n3ccccc3nc2n1C1CCCC1	-2	-1	100	-36	-4	-2	-6	-2	-1	99	102
Cc1cc(C)n(/N=C/c2cc(Cl)cc(Cl)c2O)c(=O)c1	2	0	94	-6	25	1	1	0	2	97	97
Clc1ccccc1-c1nnc(-c2ccc3c(c2)OCO3)o1	-4	-1	102	-5	4	-7	-5	0	-2	111	104
CCCCCN(C(=O)NC(=O)Nc1cccc(C)c1C)S(C)(=O)=O	-1	-2	103	-26	14	-7	-1	1	0	?	102
CSc1nc2ccc(NC(=O)c3nn(C(C)C)c(=O)c4ccccc34)cc2s1	-6	-7	103	-2	7	1	0	-2	-3	106	103
Cc1ccc(C(c2nnnn2C2CCCCC2)N(C)C2CCCCC2)cc1 (centres undefined)	-2	-3	98	-32	-7	-12	-6	1	0	96	103
COC(=O)C1C2C=CC3(CN(c4cccc(Cl)c4)C(=O)C13)O2 (centres undefined)	-9	-12	102	-3	8	-12	-12	-4	-3	98	100
CCc1ccc(CN(C)Cc2nc(Cc3ccc(OC)c(OC)c3)no2)nc1	-5	-8	101	-41	9	-6	-4	-2	-2	100	102
S=C(NCC1CCCO1)NC1CC1 (centres undefined)	-2	-4	101	-48	16	-5	-4	-2	0	102	101
COc1ccc(NC(=O)CN2C(=O)C(C)Oc3ccccc32)c(OC)c1 (centres undefined)	-3	-6	99	-26	8	-12	-7	-1	0	100	100
CC(C)CC1NC(=O)N(Cc2cc(=O)n3ccsc3n2)C1=O (centres undefined)	-3	-4	99	-12	16	-8	-4	-1	-6	99	104
CC1CCN(C(=O)CSc2nnc(CNC(=O)c3ccco3)o2)CC1	2	-3	101	20	6	-6	-4	2	0	99	99
C1CCN(c2nc3nonc3nc2NCC2CCOCC2)CC1	-3	-1	96	6	-1	0	-5	-5	-7	96	98
COc1cccc(/C=N/NC(=O)c2ccc(=O)n(C)c2)c1O	-9	-4	68	-33	6	-11	-5	-2	0	62	74
COc1ccc(C(=O)NC2CCN(C(=O)Nc3ccccc3Cl)CC2)cc1	-1	-5	94	-12	-2	0	-2	0	0	94	102
CC(C)CC(C)NNC(=O)c1cc2ccccc2[nH]1 (centres undefined)	-10	-8	96	-28	-14	-19	-13	0	-4	97	98
c1ccc2c(c1)NC1(CCCC1)n1c-2nc2ccccc21	0	3	98	-21	-15	1	-3	-1	2	96	97
Cc1ccn2c(NC(=O)c3ccccc3)c(-c3cccs3)nc2c1	-2	-1	112	-21	-2	0	0	0	-3	111	109
COc1ccc2oc(C)c(C(=O)c3ccc([N+](=O)[O-])cc3)c2c1	-5	-7	104	1	9	-17	-15	-4	-3	100	101
CC1CN(c2ccccc2)C(=O)CS1 (centres undefined)	-2	-4	100	-20	6	-1	0	-4	0	101	100
COc1ccc(NC(=O)CC2C(=O)N(c3ccc(OC)cc3)C(=O)N2C(C)C)cc1 (centres undefined)	-3	-4	102	-1	-20	-9	-9	0	1	100	101
Cc1ccc(O)c(-c2cc(C(F)(F)C(F)F)[nH]n2)c1	-6	-4	107	-1	8	-11	-11	0	0	102	100
CCOc1ccc2nc(NCCNC(=O)CC)c(C#N)cc2c1	0	-1	100	8	15	-6	-7	1	-1	99	99
CCCCN(CCCC)S(=O)(=O)c1ccc(C(=O)Nc2nnc(COC)o2)cc1	-3	-6	86	-42	-60	-15	-10	-1	-3	97	96
CCCc1nnc(NC(=O)Cn2c(=O)oc3ccccc32)s1	0	-3	93	-8	14	1	-1	1	2	95	99
O=[N+]([O-])c1ccc2c(c1)nc1n2CCN(C2CCCCC2)C1	-2	-5	99	-30	4	15	-1	4	1	101	97
COC(=O)c1c(N2C(=O)[C@H]3[C@@H](C2=O)[C@]2(C(=O)Nc4c(C)cc(C)cc42)N2CCC[C@@H]32)sc(C)c1C	-3	-1	112	-10	12	-5	-3	-1	0	113	106
CC1(C)CC(=O)c2sc(NS(=O)(=O)c3ccc(F)cc3)nc2C1	2	4	97	-11	14	2	1	4	6	95	92
O=C(CN(C(=O)CCC(=O)Nc1nccs1)c1ccc(F)cc1)NCC1CCCO1 (centres undefined)	-5	-9	95	-16	1	-12	-7	-2	-3	108	98
COc1cccc(NC(=O)CC2(CC(=O)O)CCCC2)c1	2	0	100	0	0	-1	0	1	1	96	108

The last 7 compounds of the part above lead into the next:
SMILES	Bim-Bcl-XL	Bim-Bcl-B	RGS4-Gao reg	Mcl1-Bid inh	Mcl1-Noxa inh	Bim-Bfl-1	Bcl-2 Bim block	Bim-Bcl-W	Mcl-1 Bim block	RGS7-Gao reg	RGS8-Gao
CCCCN(CCCC)S(=O)(=O)c1ccc(C(=O)Nc2nnc(COC)o2)cc1	-3	-6	86	-42	-60	-15	-10	-1	-3	97	96
CCCc1nnc(NC(=O)Cn2c(=O)oc3ccccc32)s1	0	-3	93	-8	14	1	-1	1	2	95	99
O=[N+]([O-])c1ccc2c(c1)nc1n2CCN(C2CCCCC2)C1	-2	-5	99	-30	4	15	-1	4	1	101	97
COC(=O)c1c(N2C(=O)[C@H]3[C@@H](C2=O)[C@]2(C(=O)Nc4c(C)cc(C)cc42)N2CCC[C@@H]32)sc(C)c1C	-3	-1	112	-10	12	-5	-3	-1	0	113	106
CC1(C)CC(=O)c2sc(NS(=O)(=O)c3ccc(F)cc3)nc2C1	2	4	97	-11	14	2	1	4	6	95	92
O=C(CN(C(=O)CCC(=O)Nc1nccs1)c1ccc(F)cc1)NCC1CCCO1 (centres undefined)	-5	-9	95	-16	1	-12	-7	-2	-3	108	98
COc1cccc(NC(=O)CC2(CC(=O)O)CCCC2)c1	2	0	100	0	0	-1	0	1	1	96	108
COC(=O)C1=C(C(=O)OC)N2C=CC=CC2(C)C(C(=O)OC)=C1C(=O)OC (centres undefined)	-7	-4	102	-87	-6	-3	-2	-1	-3	104	102
Cc1ccc(C(=O)NCCc2ccncc2)cc1	-1	0	103	-3	-16	0	1	-1	0	103	100
O=C(Oc1ccccc1)c1cccc(N2C(=O)CCC2=O)c1	-1	0	103	9	12	0	0	0	0	98	106
O=C(O)c1ccccc1CSc1ncccc1C(=O)O	0	-3	103	-16	18	-4	-2	1	-3	?	101
CC(=O)OCC1OC(n2ncc(=O)n(Cc3ccccc3)c2=O)C(OC(C)=O)C1OC(C)=O (centres undefined)	0	0	104	-8	18	-2	-1	0	0	103	102
COC(=O)CSc1nc(N)c(C#N)c(-c2ccco2)c1C#N	2	1	102	-17	9	2	0	1	1	102	99
Cc1cc(C)c(C)c(OCCOCCN2CCOCC2)c1	-5	-4	98	-18	-5	-3	-1	-3	-4	104	101
COc1ccccc1OCc1nnc(SCC(=O)NCc2ccco2)n1Cc1ccco1	1	-3	99	-16	·	-5	-4	2	1	95	95
CCNc1nc(NC(C)(C)C)nc(N(C#N)CC)n1	-5	-9	102	-8	-10	-7	-8	0	-6	101	101
Cc1cc(C)n(C(=O)CCCn2cc([N+](=O)[O-])cn2)n1	-3	-7	100	-3	-7	-5	-1	0	0	106	102
O=C(CSc1nnc(Cn2nnc3ccccc32)o1)Nc1ccc(Cl)cc1	-1	-3	102	-1	4	1	0	-1	0	103	105
O=C(CCc1nc2ccccc2[nH]c1=O)OCc1ccc(S(=O)(=O)N2CCOCC2)cc1	-7	-10	100	-9	10	-9	-12	0	-1	102	98
CCOc1ccc(N=Nc2c(C)noc2C)cc1	-1	-3	98	-2	11	-2	1	0	0	96	104
Cc1ccccc1C(=O)Nc1ccc(O)c2c(=O)cc(-c3ccccc3Cl)oc12	·	·	98	-58	7	·	·	·	·	?	99
CCOC(=O)c1cc2sccc2n1CC(=O)N1CCCC1	-21	2	113	9	3	12	6	10	4	150*[activator]	104
Cc1ccc(CC2CC(=O)N(c3nc4ccccc4s3)C2=O)cc1 (centres undefined)	1	0	103	-11	8	-3	1	2	3	102	103
CC(=O)Nc1cc(C(N)=O)c(Cl)cc1Cl	-4	-2	101	-4	-8	-1	-4	-5	-4	99	98
NS(=O)(=O)c1ccc(NC(=O)CN2CCCc3ccccc32)cc1	·	·	109	-60	3	·	·	·	·	?	104
COc1cccc(-c2csc(NC3OC(=O)c4c3ccc(OC)c4OC)n2)c1 (centres undefined)	·	·	74	-10	4	·	·	·	·	?	89
Cc1cc(C)nc(-n2nc(C)c(Oc3ccccc3O)c2C)n1	-14	-15	98	-19	-3	-22	-17	-9	-10	97	100
C/C(=N\NC(=O)c1cccc(N/N=C(\C)c2ccco2)c1)c1ccco1	0	-6	96	-41	84*	-1	0	2	3	97	99
COc1ccc(-n2ncc3c(N4CCN(Cc5ccccc5)CC4)ncnc32)cc1	-2	2	98	0	-3	4	-1	0	-4	?	102
COc1ccc(C(=O)N2CCCC(CCC(=O)NCc3ccc(F)c(F)c3)C2)cc1F (centres undefined)	-1	-3	97	-10	-1	-7	0	0	0	94	100

Screens from PubChem.
